# KDM4E inh: qHTS Assay for Inhibitors of Human Jumonji Domain Containing 2E (JMJD2E). Lysine-specific demethylase 4E (Homo sapiens), B2RXH2. JMJD2E catalytic domain, FDH-coupled NADH fluorescence (FDH is formaldehyde dehydrogenase). Potency, µM (top dose mostly 57.1 µM), inactives show at the top dose activity change, negative = inhibition, hits mostly inhibitors. 230,000 tested, 1.6% active. AID 2147, 2009; active = well fitted inhibition curve with a large enough effect, not every such curve was filed as active; inconclusive = small, poorly fitted or top-dose-only effect, or another doubt; inactive = no such curve, though single readings can be large or run the other way;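 also: 0% = wells with enzyme and -100% = buffer wells without enzyme; nearly all actives have a fitted effect of over 50% in size; many of its hits are not listed in these tables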
# L3MBTL1 block: qHTS Assay for the Inhibitors of L3MBTL1. AlphaScreen L3MBTL1–H3K9me1 peptide binding. Potency, µM (titrated, usually from 57.1 µM), for the others: top-dose activity, negative = inhibition, hits mostly inhibitors. 230,000 tested, 0.66% active. AID 485360, 2010; also: % is scaled to controls: 0 for no effect and ±100 for the full control effect; nearly all actives have a fitted effect of over 60% in size
#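 AlphaScreen assay: L3MBTL1 (50 nM final) was preincubated 30 min at room temperature with biotinylated H3(1-15)K9me1 peptide (75 nM final), then 30 min with library compounds; streptavidin donor and nickel chelate acceptor beads (10 ug/mL final) added, 30 min dark.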
# Tau ThT inhib: qHTS for Inhibitors of Tau Fibril Formation, Thioflavin T Binding; 270,000 tested, 2.1% active; Potency, µM (titrated, usually from 57.4 µM), for the others: top-dose activity, negative = inhibition, most hits filed as inhibitors; AID 1460, 2008; recombinant tau K18 P301L, heparin-induced fibrillization, ThT fluorescence; also: % is scaled to controls: 0 for no effect and ±100 for the full control effect; nearly all actives have a fitted effect of over 55% in size
# Target sequence (P10636 561-689 P618L limits assumed): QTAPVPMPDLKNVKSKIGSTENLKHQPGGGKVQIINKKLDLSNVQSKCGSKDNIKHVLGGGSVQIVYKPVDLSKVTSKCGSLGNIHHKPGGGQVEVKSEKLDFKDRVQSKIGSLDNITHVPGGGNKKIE
#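 Fibril formation assay: tau K18 P301L at 15 uM with trace Alexa 594 label, heparin inducer 20 uM, pH 7 sodium acetate buffer, 37 C for 6 hr; endpoint ThT signal.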
# SMN2 splice enh: qHTS Assay for Enhancers of SMN2 Splice Variant Expression. HEK293 SMN2-luciferase splicing reporter, luminescence, 30-36 h. Potency, µM (titrated, usually from 46.1 µM), inactives show top-dose activity change, positive = activation, hits mostly activators. 210,000 tested, 2.8% active. AID 1458, 2008; also: % of control where 0% means no effect; nearly all actives have a fitted effect of over 55% in size
#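 HEK293 cells carry an SMN2 minigene-luciferase reporter in which exon 7 inclusion puts luciferase in frame. Cells were seeded at 2000 cells/well, attached for 10-12 hours, then exposed to compounds for 30-36 hours at 37C before ONE-Glo luminescence.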
# ALDH1A1 inh: qHTS Assay for Inhibitors of Aldehyde Dehydrogenase 1 (ALDH1A1); Aldehyde dehydrogenase 1A1 (Homo sapiens), P00352; Purified ALDH1A1, NADH fluorescence, propionaldehyde substrate; Potency, µM (top dose mostly 75.3 µM), for inactives: top-dose activity, negative = inhibition, usual class: inhibitors; 220,000 tested, 7.3% active; AID 1030, 2008; active = well fitted inhibition curve with a large enough effect, not every such curve was filed as active; inconclusive = small, poorly fitted or top-dose-only effect, or another doubt; inactive = no such curve, though single readings can be large or run the other way;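 also: plate controls were no enzyme wells and a reference inhibitor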
# Lamin A splicing: qHTS Assay for Modulators of Lamin A Splicing. HeLa LMNA splicing GFP/RFP minigene ratio, 48 h. Potency, µM (doses to about 46.1 µM), without a hit: at the top dose ratio change, negative = inhibition, usual class: inhibitors. 200,000 tested, 0.01% active; active = well fitted inhibition curve with a large enough effect in the signal ratio, with a control signal flat, not every such curve was filed as active; inconclusive = small, poorly fitted or top-dose-only effect, or effect the other way, or a change in a side signal; the % refers to the signal ratio; also: % is scaled to controls: 0 for no effect and ±100 for the full control effect
#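 S3 HeLa stable clones carrying a lamin A-EGFP splicing minigene plus DsRed2 were seeded at 600 cells/well in Opti-MEM with 2% FBS, pin-dosed and incubated 48 h at 37°C. Acumen cytometry (488 nm) gave the GFP/RFP total-intensity ratio.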
# RECQ1 inh: qHTS Assay for Inhibitors of RecQ-Like Dna Helicase 1 (RECQ1). RECQ1 DNA unwinding, red fluorescence kinetic read. Potency, µM (doses to about 57.3 µM), inactives show top-dose activity, negative = inhibition, usual class: inhibitors. 240,000 tested, 0.54% active;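 also: plate controls were vehicle for no effect and no enzyme for full effect; nearly all actives have a fitted effect of over 30% in size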
# Target sequence (P46063 whole entry, looked up): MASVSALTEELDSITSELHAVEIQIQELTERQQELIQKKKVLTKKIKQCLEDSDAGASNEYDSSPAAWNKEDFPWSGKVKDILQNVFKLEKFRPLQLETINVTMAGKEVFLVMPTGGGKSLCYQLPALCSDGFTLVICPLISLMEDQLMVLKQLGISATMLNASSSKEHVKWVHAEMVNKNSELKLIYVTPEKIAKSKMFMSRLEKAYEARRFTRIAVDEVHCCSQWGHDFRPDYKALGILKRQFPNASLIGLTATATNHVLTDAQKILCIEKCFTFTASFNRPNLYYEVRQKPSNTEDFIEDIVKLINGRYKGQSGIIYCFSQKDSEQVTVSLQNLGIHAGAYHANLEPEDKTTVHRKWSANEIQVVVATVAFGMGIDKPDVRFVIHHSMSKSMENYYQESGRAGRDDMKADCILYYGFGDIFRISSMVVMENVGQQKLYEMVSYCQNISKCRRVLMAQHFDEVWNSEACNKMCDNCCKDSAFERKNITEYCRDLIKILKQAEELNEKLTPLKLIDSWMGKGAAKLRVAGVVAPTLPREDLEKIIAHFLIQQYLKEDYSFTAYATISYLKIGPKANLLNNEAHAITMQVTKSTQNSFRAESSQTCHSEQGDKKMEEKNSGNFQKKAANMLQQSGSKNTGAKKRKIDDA
#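 RECQ1T1 50 nM; forked duplex (20 bp + 30-nt ss tails) 200 nM, ATP 2 mM final; pH 8.0, 2 mM MgCl2, 2.5 ug/ml poly(dI-dC); 15 min compound preincubation; discontinuous kinetic read over 2 h at RT.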
# KinaseGlo FLuc: Counterscreen for Luciferase (Kinase-Glo TM) Inhibition | Luciferin 4-monooxygenase (Photuris pensylvanica), Q27757 | Kinase-Glo luciferase, ATP luminescence, 8 min | Potency, µM (titrated, usually from 38.3 µM), for inactives: at the highest dose activity change, negative = inhibition, actives largely listed as inhibitors | 200,000 tested, 0.28% active | AID 1379, 2008; also: % is scaled to controls: 0 for no effect and ±100 for the full control effect; nearly all actives have a fitted effect of over 60% in size
#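 Kinase-Glo luciferase light output from ATP and luciferin was measured with 10 uM ATP, within the enzyme's linear range. Buffer: 50 mM imidazole pH 7.2, 50 mM KCl, 7 mM MgCl2, 0.01% Tween 20, 0.05% BSA; luminescence read after 8 min at ambient temperature.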
# * hit, by the source's call; i = inactive; ? = inconclusive; nt = no result given; & = joins results of further samples; [ ] = remark or other dose. Unless noted, calls follow the shape of the dose curve; as a rule, active = well fitted curve in the direction sought with a large enough effect; inconclusive = small, poorly fitted or top-dose-only effect, or another doubt; inactive = no such curve, though single readings can be large; an effect the other way counts as inactive or inconclusive. Potency is read from the fitted curve at half-maximal effect. Not all compounds are listed. The share of hits here may be higher or lower than overall.
SMILES,KDM4E inh,L3MBTL1 block,Tau ThT inhib,SMN2 splice enh,ALDH1A1 inh,Lamin A splicing,RECQ1 inh,KinaseGlo FLuc
C=CCn1c(C(C)NC(=O)c2ccccc2C)n[nH]c1=S (configuration not stated),-3.1%,-10.8%,-0.7%,-16.3%,7.6%,3.8%,1.1%,19.2%
COC(=O)c1c(Cl)c(Cl)c(C(=O)OC)c(Cl)c1Cl,-9.5%,nt,-1.8%,5.4%,11.9%,1.4%,i,-2.7%
Cc1ccc(-n2c(=O)c3sccc3n(Cc3cc(=O)n4cc(Cl)ccc4n3)c2=O)cc1F,0.1%,-6.1%,-2.0%,35.5µM*,-4.2%,5.4%,-9.1%,-3.7%
COC(=O)c1c(NC(C)=O)sc(C(=O)Nc2ccccc2)c1C,?,8.0%,-5.2%,nt,-2.3%,nt,-5.0%,-3.1%
CCN(C(=S)NC(=O)c1ccccc1Br)C1CCCCC1,1.0%,0.1%,-10.6%,-8.3%,-12.3%,?,3.0%,3.1%
Cc1ccc(-n2c(SCC(=O)N(C)C3CCS(=O)(=O)C3)nc3ccccc3c2=O)cc1 (configuration not stated),7.8%,0.3%,7.0%,9.8%,5.5%,-27.3%[46 µM],-7.5%,1.5%
CCN(CC)CCN1C(=O)C(=O)/C(=C(/O)c2cnn(-c3ccccc3)c2C)C1c1cccs1 (configuration not stated),-1.7%,0.8%,-5.0%,-0.7%,-10.0%,-4.4%,i,-2.2%
Clc1ccc(CSc2cc3c(nn2)-c2ccccc2CC3)cc1Cl,6.7%,36.2%[activator],?,-0.9%,-1.9%,-15.4%,-2.9%,3.4%
Cc1c(NC2=NC3(CCCCC3)Cc3ccccc32)c(=O)n(-c2ccccc2)n1C,-0.8%,-10.6%,-1.1%,0.1%,-3.2%,7.0%,1.3%,-0.8%
Cc1cc(C)cc(C(=O)OCC(=O)NCC(F)(F)F)c1,1.6%,4.3%,9.2%,6.3%,6.4%,-1.9%,i,2.8%
COc1cccc(N/C(SC)=C(/C#N)C(=O)NCc2cccs2)c1,-5.7%,nt,-7.5%,-40.1%[inhibitor],-12.9%,7.6%[46 µM],-21.7%,0.0%
C=CCn1c(C(CC(C)C)CC(C)O)n[nH]c1=S (configuration not stated),3.5%,-1.3%,-4.7%,-21.1%,-4.1%,-4.1%,-3.5%,2.5%
CCOC(=O)C(C)Sc1nc(-c2ccco2)cc(C(F)(F)F)c1C#N (configuration not stated),?,12.4%,?,0.5%,?,-2.8%,-0.2%,-0.9%
Cc1ccc(C(=O)CSc2nnc(-c3cccs3)n2C)o1,-10.0%,nt,-14.0%,-0.9%,?,2.9%,-14.0%,-3.5%
COC(=O)[C@@H]1C[C@@]2(O)[C@@H](O)[C@@H](O)[C@@H](O)C[C@H]2N1Cc1ccc(C)s1,?,nt,-3.0%&-5.4%,-4.3%,?,nt,-1.7%,-1.9%
CCOC(=O)N1CCN(C(=O)C2CCN(S(=O)(=O)c3ccccc3)CC2)CC1,3.3%,nt,-10.0%,-9.2%,5.0%,-3.0%,-6.6%,2.8%
CCOC(=O)N/N=C1\CC(C)CC(C)(C)C1 (configuration not stated),9.8%,4.6%,0.6%,3.9%,16.3%,-1.2%,-6.6%,-3.8%
COc1ccc2c(c1)c(C(=O)N/N=C/c1cccc(Br)c1)c(C)n2C,-0.9%,-22.2%,?,nt,nt,nt,-4.2%,nt
CCOc1ccc(N(CC(=O)Nc2c(C)n(C)n(-c3ccccc3)c2=O)S(=O)(=O)c2ccccc2)cc1,-7.2%,-3.5%,-7.1%,nt,-2.4%,6.8%[46 µM],-7.7%,0.0%
Cc1c(NC(=O)Nc2ccc(Cl)cc2Cl)c(=O)n(-c2ccccc2)n1C,4.3%,5.0%,-1.5%,-0.1%,6.5%,nt,-3.1%,-2.6%
O=C(NC1CCCCCCC1)c1cc(F)c(F)cc1Cl,0.2%,8.8%,1.2%,?,-13.4%,1.2%[46 µM],i,0.7%
CC(O)CNc1nc2c(c(=O)n(C)c(=O)n2C)n1Cc1cccc(C(F)(F)F)c1 (configuration not stated),4.1%,-5.4%,3.6%,-42.4%[inhibitor],-5.3%,?,1.6%,0.9%
COc1ccc(NC(=O)COn2nnc3ccc(Cl)cc32)cc1OC,0.3%,-12.6%,-11.2%,-0.2%,?,0.8%,-4.5%,-7.3%
CCn1c(-c2csc3c2CCC(C)C3)n[nH]c1=S (configuration not stated),-2.0%,9.6%,-10.5%,-17.2%,?,-15.3%,-1.3%,-2.7%
CCC(C)C(=O)Nc1cc(C(=O)OC)cc(C(=O)OC)c1 (configuration not stated),4.2%,3.9%,-2.8%,10.6%,-14.0%,-5.6%,-6.5%,-4.8%
# (listing goes on)
SMILES,KDM4E inh,L3MBTL1 block,Tau ThT inhib,SMN2 splice enh,ALDH1A1 inh,Lamin A splicing,RECQ1 inh,KinaseGlo FLuc
CCOC(=O)N1CCN(C(=O)CSCC(=O)Nc2nc(-c3ccc4c(c3)OCO4)cs2)CC1,0.0%,-6.2%,-16.2%,nt,0.5%,?,-8.9%,nt
CC(=O)c1cccc(N(CC(=O)Nc2cc(C)cc(C)c2)S(C)(=O)=O)c1,-3.8%,3.8%,-5.2%,4.6%,6.3%,nt,3.4%,-1.0%
COc1ccc2c(c1)C(c1cc(OC)c(OC)c(OC)c1)CC(=O)O2 (configuration not stated),nt,nt,-10.2%[81.4 µM],nt,8.4%,nt,-0.2%[81.1 µM],4.2%[39.9 µM]
N=c1sccn1CC(=O)Nc1ccc(Cl)cc1[N+](=O)[O-],8.6%,1.4%,-2.7%,nt,28.2µM*,nt,-4.1%,nt
CSc1ncccc1C(=O)OCC(=O)Nc1ccc(S(=O)(=O)N2CCCC2)cc1,-4.9%,4.8%,2.4%,-5.9%,?,14.3%,-1.5%,1.6%
CC(=O)N1CCN(c2ccc(NCc3ccccc3)cc2)CC1,-5.8%,-4.8%,?,-25.1%,-10.4%,?,-0.4%,0.0%
COc1ccc(NC(=O)CSc2nccn2C)c([N+](=O)[O-])c1,7.0%,nt,-9.6%,-25.0%,-2.5%,nt,-7.7%,10.3%
CN(C)NC1CC(=O)N(c2ccccc2)C1=O (configuration not stated),?,-4.5%,-6.2%,nt,-11.0%,?,i,-1.6%
CCOC(=O)Nc1cc(C(=O)OC)ccc1C,-1.5%,nt,-3.0%,19.4%,0.3%,19.8%,-12.1%,-1.3%
COC(=O)c1cc(NC(=O)Nc2cc(OC)ccc2OC)cc(C(=O)OC)c1,-2.1%,nt,0.2%,-8.1%,8.3%,-9.8%,-10.7%,-4.0%
CN(C(=O)c1ccc(Cl)c(S(=O)(=O)N2CCOCC2)c1)c1ccccc1C(=O)O,-5.0%,4.3%,5.4%,5.1%,-2.2%,1.7%,i,1.7%
CSCC[C@H](NC(=O)C(C)Oc1ccc(Cl)cc1)c1nc2ccccc2[nH]1 (some centres not stated),-0.6%,-14.4%,1.6%,-6.5%,1.6%,?,-11.3%,-2.0%
O=C(NNC(=S)Nc1cccc(C(F)(F)F)c1)c1cccc(Cl)c1,-5.5%,1.9%,?,-50.2%[inhibitor],22.4µM*,?,-11.1%,1.2%
CCOC(=O)N1CCN(C(=O)c2ccc3c(=O)n4c(nc3c2)CCCCC4)CC1,-4.0%,-14.7%,4.9%,-7.0%,-78.7%,?,4.3%,3.3%
COc1ccc(-c2nc(C)c(C(C)=O)n2O)cc1,-2.2%,2.8%,-0.5%,7.1%,10.3%,-7.5%,-1.7%,-29.2%
CC1CCN(S(=O)(=O)c2ccc3c(c2)oc(=O)n3CC(=O)NCc2ccc3c(c2)OCO3)CC1,-8.6%,nt,-13.3%,-84.5%[inhibitor],-9.5%,?,i,0.8%
CCNC(=S)/N=C(\N)Nc1nc(C)c2cc(C)ccc2n1,-5.9%,-4.9%,?,nt,?,nt,-5.8%,nt
O=C(Oc1ccc(F)cc1C(=O)/C=C/c1cccs1)c1cccc([N+](=O)[O-])c1,2.7%,-25.7%,14.1µM*,1.5%,-4.3%,?,-1.8%,0.5%
Cc1ccc(S(=O)(=O)N2CCOCC2)cc1C(=O)Nc1ccc(-c2cn3ccsc3n2)cc1,?,-11.6%,-16.4%,-49.4%[inhibitor],-0.7%,?,-4.2%,3.2%
CCCN(CCC)CC(O)Cn1c2ccccc2c2ccccc21 (configuration not stated),-8.3%,-2.0%,0.9%,-14.6%,-3.2%,nt,14.3%,-2.8%
CC(C)CNC(=O)c1cc([N+](=O)[O-])ccc1N1CCCCC1,8.3%,-11.0%,-7.2%,0.6%,-0.4%,-4.4%,-0.3%,0.5%
COC(=O)c1ccc(C(C(=O)NC2CCCCC2)N(Cc2ccc(F)cc2)C(=O)Cc2cccs2)cc1 (configuration not stated),-5.2%,-5.2%,-11.1%,4.9%,6.1%,-7.2%,10.6%,-1.7%
O=C(O)c1cc(NS(=O)(=O)c2ccc(NC3CCCCC3)c([N+](=O)[O-])c2)cc(C(=O)O)c1,-1.2%,-24.0%,-13.2%,nt,5.2%,?,7.3%,2.6%
CC(=O)c1cccc(CN2CCCC(CCC(=O)NCc3ccc(F)c(F)c3)C2)c1 (configuration not stated),-19.8%,-4.2%,8.8%,nt,0.5%,?,11.7%,-3.2%

# Source: PubChem
